Screening results deposited in PubChem BioAssay by National Center for Advancing Translational Sciences (NCATS).
D1 potentiator: enhances dopamine response at the human D1 receptor | AID 504651 | hit rate 0.036% among 360,000 | P21728 | potentiation, % at 10 µM | HEK293 TREx D1 cells, calcium flux, dopamine EC20 potentiation; in the data active = potentiation above about 30%; note: 0% is about no effect
D2 antag: antagonizes the human D2 dopamine receptor; inhibition, % at 10 µM; HEK293 TREx D2 cells, calcium flux, dopamine EC80; AID 485344; hit rate 2% among 340,000; in the data active = inhibition above about 30%; note: 0% is about no effect
Target sequence (P14416 whole entry, looked up): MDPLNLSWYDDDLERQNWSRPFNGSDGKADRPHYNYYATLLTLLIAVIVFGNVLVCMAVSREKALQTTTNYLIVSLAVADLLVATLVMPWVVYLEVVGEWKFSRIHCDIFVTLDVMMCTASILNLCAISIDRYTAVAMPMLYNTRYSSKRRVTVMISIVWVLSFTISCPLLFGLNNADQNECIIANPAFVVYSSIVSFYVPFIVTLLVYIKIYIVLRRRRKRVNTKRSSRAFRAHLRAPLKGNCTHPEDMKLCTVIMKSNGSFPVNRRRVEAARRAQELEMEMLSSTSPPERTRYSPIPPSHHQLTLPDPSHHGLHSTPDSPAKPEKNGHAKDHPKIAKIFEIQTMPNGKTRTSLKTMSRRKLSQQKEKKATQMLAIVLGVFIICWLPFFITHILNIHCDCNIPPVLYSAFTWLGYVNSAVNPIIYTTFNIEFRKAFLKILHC
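Tetracycline-induced HEK293 TREx cells expressing D2 receptor forced-coupled to calcium signalling, loaded with no-wash calcium dye. Compounds added and calcium flux read 180 s, then dopamine added at EC80 and read a further 180 s.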
TRHR agonist: agonists of human TRH receptor; P34981; hit rate 0.18% among 360,000; TRHR cells, calcium flux fluo-8, FDSS agonist mode; activation, % at 2 µM; note: 0% is about no effect
Target sequence (P34981 whole entry, looked up): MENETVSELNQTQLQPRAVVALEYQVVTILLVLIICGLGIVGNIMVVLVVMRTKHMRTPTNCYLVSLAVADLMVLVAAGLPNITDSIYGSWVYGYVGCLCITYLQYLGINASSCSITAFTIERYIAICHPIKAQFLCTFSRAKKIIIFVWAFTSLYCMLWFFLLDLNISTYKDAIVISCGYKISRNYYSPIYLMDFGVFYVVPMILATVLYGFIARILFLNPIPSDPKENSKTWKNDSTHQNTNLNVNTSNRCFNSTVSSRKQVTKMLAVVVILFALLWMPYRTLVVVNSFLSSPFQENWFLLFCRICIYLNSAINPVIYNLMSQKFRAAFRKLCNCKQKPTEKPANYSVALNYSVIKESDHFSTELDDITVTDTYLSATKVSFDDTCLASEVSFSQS
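In this calcium-flux screen, cells bearing human TRHR are dye-loaded with fluo-8, baselined for 10 cycles, then exposed to library compounds; positive kinetic calcium responses during the agonist phase mark hits, with TRH as control.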
TRHR PAM: allosterically enhances the human TRH receptor; P34981; TRHR cells, fluo-8 calcium fluorescence, EC20 TRH enhancement; enhancement, % at 2 µM; hit rate 0.66% among 360,000; in the data active = enhancement above about 30%; note: 0% is about no effect
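Enhancer read-out: after compound pinning and an initial kinetic agonist-mode read, an EC20 of TRH (10 nM final) was injected and fluo-8 calcium signal (Ex 480/Em 530) followed at 1 s/cycle for 100 cycles in TRHR-expressing cells.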
D2 agonist: agonists of human D2 dopamine receptor; HEK293 T-REx D2 cells, calcium flux agonist mode; P14416; hit rate 0.53% among 340,000; activation, % at 2 µM;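 active = activation over 3 SD above normal in the single-dose calcium agonist read, cut at about 30% in these data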; note: 0% is about no effect
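Agonism scored from kinetic calcium signal (1 read/sec, 180 s) following compound pin transfer, after a 10 s baseline. Cells: HEK293 Trex line expressing inducible D2 receptor coupled to calcium, dye-loaded after overnight culture at 30 C.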
D1 antag: blocks dopamine activation of the human D1 receptor; P21728; HEK293 TREx D1 cells, calcium flux, dopamine EC80; active compounds read low; activity change, negative = inhibition, % at 10 µM; hit rate 3.2% among 360,000; AID 504652; in the data active = activity change below about -30%; note: % is set by controls: 0 for no effect and ±100 for the full control effect
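Inducible Hek293 Trex D1 cells (tetracycline, overnight, 30 C). Calcium dye 30–90 min RT. Antagonist mode: EC80 dopamine added after 180 s compound read.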
D1 agonist: human D1 receptor agonism; P21728; hit rate 1% among 360,000; AID 504660; HEK293 T-REx D1 cells, calcium flux, agonist mode; activation, % at 2 µM; note: 0% is about no effect
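Agonism was scored from calcium flux recorded over 180 s (1 read/s) after pintool compound addition, following a 10-cycle baseline. Cells were inducible force-coupled HEK293 TREx D1, plated overnight at 30 C and loaded with no-wash calcium dye.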
D2 PAM: D2 dopamine receptor (human) potentiation; hit rate 0.34% among 340,000; P14416; AID 485347; HEK293 T-REx D2, calcium flux, EC20 dopamine potentiation; potentiation, % at 10 µM;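 active = potentiation over 3 SD above the plate norm, cut at about 30% in these data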; note: 0% is about no effect
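Calcium flux readout, no-wash dye, 1 read/s. Inducible HEK293 Trex D2 line, overnight 30 C. Compound alone 180 s (agonist flags), then EC20 dopamine, another 180 s to score potentiation.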
RXFP1 antag: blocks the human relaxin receptor RXFP1; HEK293-RXFP1, relaxin-stimulated cAMP HTRF, 30 min; active compounds read low; hit rate 0.59% among 350,000; activity change, negative = inhibition, % at 57.5 µM; Q9HBX9; AID 1259400;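 active = activity change of -60% or lower, but not beyond a set lower limit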; note: % is set by controls: 0 for no effect and ±100 for the full control effect
* = called active by the depositor; nt = no result given; & = joins results of further samples. Cut-off read from the data, not from the text of the source, unless noted: active = activation above about 30%; inactive = the rest.

mol	D1 potentiator	D2 antag	TRHR agonist	TRHR PAM	D2 agonist	D1 antag	D1 agonist	D2 PAM	RXFP1 antag
COc1ccc(NC(=O)CN(C)C(=O)c2cccc3ccccc23)cc1	-2	5	0.1	0	0.1	-6	2	18	-3
CCn1ncc(/C=N/O)c1C	0	1	0.3	8	-0.4	nt	0	2	1
Cn1cccc1C(=O)OCC(=O)c1cc2ccccc2o1	-4	-8	0.0	-9	2.5	-15	4	4	-8
COC(=O)c1ccc(OCC2c3cc(OC)c(OC)cc3CCN2C(=O)c2ccc(F)cc2)cc1 (stereo not drawn)	-3	nt	0.6	-3	-0.2	-39*	8	2	nt
O=C(Nc1ccccc1F)c1cnccn1	-3	14	1.2	-6	0.5	-8	3	-2	-9
O=C(Cn1cc2c(n1)CCCC2)Nc1cc(C(F)(F)F)ccc1Cl	-1	nt	-0.3	0	0.7	-2	8	-19	-6
Cc1c(CC(=O)N[C@@H](C)C(=O)O)c(=O)oc2c(C)c3occ(-c4ccccc4)c3cc12	13	-27	0.0	1	0.7	-6	3	19	-5
CCOC(=O)c1sc2ncc([N+](=O)[O-])cc2c1N	0	2	0.0	-4	0.4	2	3	-4	-3
CCOc1cc(/C=C2/C(=N)N3C(=NC2=O)SN=C3S(=O)(=O)CC)ccc1OC(=O)c1ccco1	0	3	0.6	0	0.0	0	4	-10	1
CCC(=O)NC(c1ccc(Br)o1)c1cc(Cl)c2cccnc2c1O (stereo not drawn)	4	nt	30*	4	nt	15	89*	nt	nt
COc1ccc(COC(=O)C2=C(C)NC(=O)NC2c2ccc(OC)c(OC)c2)cc1 (stereo not drawn)	1	-2	0.2	-3	-0.1	-3	8	5	11
CC(C)CNC(=O)CSc1nnc2ccccn12	-3	4	0.0	6	0.9	-9	2	4	-8
CC(C)n1cc(CN2CCC(C(=O)Nc3ccc(Oc4ccccc4F)cc3)CC2)cn1	-10	-9	2.0	4	2.5	-62*	105*	-5	-8
CCCC(=O)N(CCN1CCOCC1)c1nc2c(OCC)cccc2s1	-5	6	0.6	3	1.4	-6	-1	-7	9
CC(C)(C)c1ccc(C(=O)OCC(=O)Nc2sc3c(c2C#N)CCC3)cc1	5	-6	-0.2	5	-2.4	4	2	3	nt
COc1ccc(Cn2c(-c3ccc(OC)c(O)c3)nc3ccccc32)cc1O	-3	-3	0.3	12	1.2	-4	2	1	-72*
COC(=O)c1c(SC)nc2ccccc2c1OCc1cccc(C)c1	6	nt	1.3	3	0.6	1	10	5	nt
CCC(C)NC(=O)c1n[nH]c(=O)c2ccccc12 (stereo not drawn)	0	-2	0.1	2	-0.3	3	3	19	-4
Cn1cc(/C=N/NC(=O)COc2ccccc2[N+](=O)[O-])c2ccccc21	-4	-2	-0.5	-5	-0.1	8	-1	-13	0
CC(Cc1ccccn1)NC(=O)CCc1nnc(C2CCCCC2)o1 (stereo not drawn)	1	-1	0.0	-5	0.4	-10	1	-9	-8
COC1(C)CC2C(CC1OC(=O)c1cc([N+](=O)[O-])cc([N+](=O)[O-])c1)C2(C)C (stereo not drawn)	7	-16	-0.1	-7	-2.6	2	2	9	-38
COc1ccc(Br)cc1S(=O)(=O)NCCCN1CCOCC1	8	-10	0.2	4	-0.2	6	1	0	0
COc1ccc(-c2nc(-c3ccccc3)ncc2S(C)(=O)=O)cc1	-3	-20	-0.4	-1	0.3	-14	1	9	-3
O=C(Cn1nc(CNc2ccc(Cl)cc2)[n+]2c1CCCCC2)c1ccc(Br)cc1	-8	-6	1.0	3	-0.1	-14	16	-26	-7
CCn1c(SCC(=O)Nc2cc(C)ccc2C)nc2c(c1=O)SC(C)C2 (stereo not drawn)	0	3	-1.3	26	-0.8	-1	1	-8	nt
CC(C)N(Cc1nc(-c2ccccc2)no1)C(=O)C(C)(C)C	-5	-6	0.2	1	-0.2	5	2	3	-1
COc1cccc(-c2noc(CCC(=O)NCC3CCCO3)n2)c1 (stereo not drawn)	5	2	-0.6	0	-0.3	2	8	-24	3
C/C(=N/NC(=O)C1CCCCC1)c1ccc([N+](=O)[O-])cc1	-7	-1	0.0	2	0.1	8	1	-2	5
O=C(Cc1ccccc1)NCC(=O)N1CCc2ccccc2C1	-1	6	-0.1	1	-0.5	0	1	11	13
FC(F)(F)c1cnc(-c2cnc(-c3ccncc3)nc2)c(Cl)c1	-1	-2	-0.1	-8	0.6	8	1	10	-26
COc1cc2sc(C)nc2c2sccc12	6	5	0.9	-5	-0.2	-7	0	2	-3
O=C(CN1C(=O)S/C(=C\c2ccccc2F)C1=O)NC1CCS(=O)(=O)C1 (stereo not drawn)	1	14	-0.4	1	0.5	-11	5	-23	0
CCCCN(C)C(=O)c1nc2ccccn2c1CNCCCn1nnc2ccccc21	-8	16	-0.4	0	0.1	2	0	0	15
O=S(=O)(CC(O)COc1ccc(Br)cc1)c1ccccc1 (stereo not drawn)	-1	-12	-0.5	0	0.7	-2	3	-3	6
COc1ccc(CCNC(=O)CSc2nnnn2-c2ccccc2)cc1	0	-10	-0.6	4	0.6	7	-1	17	-15
O=S(=O)(Nc1ccccn1)c1ccc(C(F)(F)F)cc1Cl	1	-3	-0.4	0	0.3	2	4	-3	-5
CCOC(=O)C1=NN(c2ccc(Cl)cc2)/C(=C/C2=NCCc3cc(OC)c(OC)cc32)S1	-1	-5	0.7	-3	0.4	10	10	8	-5
COc1ccc(NC(=S)NCC2CCCO2)c(OC)c1 (stereo not drawn)	-7	nt	0.2	-4	nt	5	1	1	8
CCN(CC)CCNC(=O)C12CC3CC(CC(C3)C1)C2	-6	-2	1.1	5	0.3	-9	2	-13	-5
COc1c(Cl)ccc(Cl)c1C(=O)NC(=O)N1CCOCC1	-5	-12	0.0	-2	0.2	-1	2	1	-4
COc1ccc(OC)c(/C=N/NC(=O)CC(=O)NC2CCCCC2)c1	2	0	0.1	3	0.1	-4	-2	-12	6
O=C(NCc1ccc2c(c1)OCO2)c1ccc(NS(=O)(=O)c2ccc3c(c2)OCCO3)cc1	-7	-15	0.5	3	-0.3	-17	7	7	-2
O=C(NCCc1ccncc1)Nc1ccccc1Cl	-3	3	-0.2	-11	-0.3	3	1	-6	14
Cc1ccc(NC(=O)CSc2nnc(-c3cc4occc4n3C)n2-c2ccccc2C)c(C)c1	2	nt	0.4	-4	-0.1	4	0	1	-1
OC(COc1cccc2ccccc12)CN1CCN(c2ccc(Cl)cc2)CC1 (stereo not drawn)	-1&-1	8&-28	0.7&0.6	4&2	7.6&0.5	-16&5	1&1	-12&-12	-1
Cc1nnc(SCc2ccc(F)cc2Cl)s1	-4	nt	1.1	-2	nt	7	1	nt	-4
COC(=O)c1cc(CN2C(=O)c3ccccc3C2=O)c(O)c([N+](=O)[O-])c1	5	8	-0.1	-1	0.3	-19	0	16	1
COc1ccc(CNC(=O)C(C)NS(=O)(=O)c2ccc(C)cc2)cc1 (stereo not drawn)	-2	-9	-0.7	14	-1.1	6	2	3	2
COc1ccc(CNC(=O)c2cc(-c3cccs3)on2)cc1	0	-9	-0.9	10	-0.1	-8	9	4	1
CCc1cc2c(=O)[nH]c(Cc3ccc(Cl)cc3)nc2s1	-5	4	0.1	0	0.7	1	2	-1	-3
Cc1ccnc(NC(=O)c2cc([N+](=O)[O-])cc([N+](=O)[O-])c2)c1	-4	nt	-0.3	0	nt	-7	1	nt	-7
COc1cc(C=Nc2ccccc2C(=O)Nc2ccccc2)cc(OC)c1OC	-2	6	0.4	8	2.5	30	1	1	1
CC(C)CCOc1ccc(C(=O)NCC(c2ccco2)N(C)C)cc1 (stereo not drawn)	-5	29	-0.2	-18	0.7	1	0	-8	-22
COc1ccc(CCNC(=O)c2ccc(Nc3nc4ccccc4n4nnnc34)cc2)cc1OC	1	nt	0.7	-6	0.7	-13	3	2	-8
O=C(Nc1ccccc1C(=O)O)/C(=C/c1ccc(Cl)cc1Cl)NC(=O)c1ccco1	5	-13	-0.5	2	0.5	-2	20	9	-17
COC(=O)c1sc(S(=O)(=O)Nc2ccc(C)cc2)c(C(=O)OC)c1C	0	4	-0.4	-6	5.1	28	1	32*	-3
Cc1ccc(Cn2cnc3c(oc4ccccc43)c2=O)cc1	-1	nt	-0.2	-5	0.4	-2	4	-4	-1
COc1ccc(-c2cc(=O)c3cc(O)ccc3o2)cc1	-2	-5	-0.5	1	0.4	-34*	-2	8	nt
COc1ccccc1C1=CC(=O)C[C@H](c2ccc(F)cc2)C1	-1	4	-0.3	5	-0.7	nt	4	11	nt

Three records picked at random from the list so far, as already listed:
mol	D1 potentiator	D2 antag	TRHR agonist	TRHR PAM	D2 agonist	D1 antag	D1 agonist	D2 PAM	RXFP1 antag
COC(=O)c1cc(CN2C(=O)c3ccccc3C2=O)c(O)c([N+](=O)[O-])c1	5	8	-0.1	-1	0.3	-19	0	16	1
Cc1ccnc(NC(=O)c2cc([N+](=O)[O-])cc([N+](=O)[O-])c2)c1	-4	nt	-0.3	0	nt	-7	1	nt	-7
CC(C)CCOc1ccc(C(=O)NCC(c2ccco2)N(C)C)cc1 (stereo not drawn)	-5	29	-0.2	-18	0.7	1	0	-8	-22
